High-throughput results: PubChem BioAssay, several laboratories
NR5A2 inv ag – NR5A2 inverse agonism in reporter assay; HEK293T StAR-luciferase reporter, LRH-1 transfected, 24 h; O00482; actives 0.13% (n = 360,000); inhibition, % at 3.6 µM;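 active = inhibition above the mean inhibition of all tested compounds plus 3 SD, cut at about 73% in these data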;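 also: 0% = DMSO wells and 100% = reporter-only cells lacking LRH-1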
SRC1 inh – inhibits human SRC1 coactivator; actives 0.12% (n = 360,000); inhibition, % at 3.6 µM; Q15788; HEK293 GAL4-SRC1 luciferase reporter, luminescence; AID 588354;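 active = inhibition above the campaign mean plus 3 SD, with each screening campaign given its own cutoff, cut at about 60% in these data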;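 also: 0% = DMSO treated cells and 100% = gossypol at 36 µM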
TLR9-MyD88 inh – blocks human TLR9 binding to MyD88 | CHO BLA complementation TLR9-MyD88, CCF4 FRET ratio | inhibition, % at 4.98 µM | actives 0.21% (n = 340,000);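 active = inhibition above the mean over all tested compounds plus 3 SD, cut at about 21% in these data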;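 also: 0% = DMSO only wells and 100% = clavulanate BLA inhibitor control wells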
Vif inh – HIV Vif inhibition | HEK293T cells, Vif self-association by quenched fluorescence, imaging, 24 h | inhibition, % at 7.49 µM | actives 0.35% (n = 340,000) | AID 602346; in the data active = inhibition above about 50%, passing the limit was not always enough; inconclusive = no clear call, values can overlap the other calls; inactive = below about 31%; also: some results filed as inactive read as strong as hits
C8 TRAIL sens – sensitizes caspase-8 expressing cells to TRAIL | AID 624354 | inhibition (viability loss, TRAIL sensitization), % at 10 µM | actives 1% (n = 360,000) | NB7+C8 cells + TRAIL, ATPlite viability luminescence;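 active = compounds causing at least 50% loss of cell viability in the single-dose screen, relative to plate controls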
EBV LMP1 NFkB – Epstein-Barr LMP1 NF-kappaB reporter inhibition; LMP1-induced NF-kappaB luciferase reporter cells, luminescence; inhibition, % at 12.5 µM; actives 0.69% (n = 350,000); in the data active = inhibition above about 41%; inconclusive = no clear call, values can overlap the other calls;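 also: 0% = neutral control wells and 100% = reference inhibitor control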
TROY NFkB inh – inhibitors of TROY-dependent NF-kB signaling; Q293 LMP1-TROYcd NF-kB luciferase reporter, 4 h; inhibition, % at 10 µM; actives 0.98% (n = 360,000); AID 1347056;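 active = compounds whose plate-normalised and pattern-corrected inhibition of the luciferase reporter signal at the single screening dose is 50% or more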
NCOA2 inhibitor – human SRC2 (NCOA2) inhibition. actives 0.17% (n = 370,000). HEK293 GAL4-SRC2 luciferase reporter, luminescence. inhibition, % at 9 µM. Q15596;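 active = inhibition above the mean inhibition of all tested compounds plus 3 SD, set per campaign, cut at about 52% in these data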;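 also: 0% = DMSO treated cells and 100% = cells given Gossypol at 36 µM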
COUP-TFII inh – blocks human COUP-TFII nuclear receptor | AID 686940 | inhibition, % at 8.6 µM | HEK293T NGFI-A luciferase reporter, luminescence | P24468 | actives 0.7% (n = 370,000);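 active = inhibition above a per-plate cutoff, mean inhibition of test wells between control levels plus 3 SD, cut at about 38% in these data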;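 also: cells cotransfected with COUP-TFII expression vector driving the NGFI-A reporter; 0% = median of COUP-TF2 test wells and 100% = reporter-only cells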
NOD2-RIPK2 inh – blocks binding of human NOD2 to RIPK2; actives 0.38% (n = 360,000); O43353; inhibition, % at 4.98 µM; AID 624267; CHO BLA complementation NOD2-RIPK2, CCF4 ratio; in the data active = inhibition above about 21%;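 also: 0% = vehicle only and 100% = reference blocker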
NCOA3 inh – inhibits human SRC3 coactivator. Q9Y6Q9. HEK293 GAL4-SRC3 luciferase reporter, luminescence. inhibition, % at 3.6 µM. actives 0.17% (n = 360,000);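 active = inhibition above a per-campaign cutoff, the mean of all compounds plus 3 SD, cut at about 60% in these data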;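 also: 0% = DMSO-treated cells and 100% = gossypol-treated cells at 36 µM; higher means less SRC3-driven luciferase light from the GAL4 reporter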
Numbers without * were called inactive; u = inconclusive; x = not tested or not shown. Not all compounds are listed; rates above refer to the full screens.

Every second line gives: NR5A2 inv ag	SRC1 inh	TLR9-MyD88 inh	Vif inh	C8 TRAIL sens	EBV LMP1 NFkB	TROY NFkB inh	NCOA2 inhibitor	COUP-TFII inh	NOD2-RIPK2 inh	NCOA3 inh
Cn1cc(Br)c(C(=O)NNC(=O)c2ccccc2)n1
  9	-6	0	-5	9	5	-14	-34	0	-16	12
Cc1cccc(C)c1NC(=O)CCCSc1nnc(-c2ccc(Cl)cc2)n1-c1ccccc1
  4	8	-6	-4	13	-3	27	-26	3	-3	13
CC(C)C(C(=O)NCc1ccco1)N(Cc1ccco1)C(=O)CNS(=O)(=O)c1ccc(F)cc1 (centres undefined)
  6	-21	-10	16	-10	1	-3	-12	-15	-3	4
Cc1ccc(C)c(S(=O)(=O)N2CCC3(CC2)OCCO3)c1
  2	-9	-3	2	-8	6	12	-2	16	-10	3
CCOc1cccc(CN2CCN(Cc3ccc(C)o3)C(CCO)C2)c1O (centres undefined)
  24	-6	-7	5	4	-4	20	-17	-3	3	1
CN(CCO)C(=O)c1cccc2c1-c1ccccc1C2=O
  20	-10	-3	13	-9	2	3	-6	-5	-3	17
COCCn1c(-c2ccccc2F)n[nH]c1=S
  2	-1	-1	7	-20	-7	6	-7	6	2	-38
COc1ccc(C(=O)OCC(=O)NCc2cccs2)c(OC)c1OC
  -12	-14	-3	-3	3	4	-3	1	26	-9	-9
CCOc1cc(NC(=O)c2ccccc2C(=O)O)c(OCC)cc1NC(=O)c1ccccc1F
  11	-6	-1	-6	14	-4	-15	-10	6	1	7
CC1CC(C)CN(C(=O)c2ccc(Br)c(S(=O)(=O)N3CCOCC3)c2)C1 (centres undefined)
  -8	-16	-1	-10	-11	1	-21	-5	16	3	-7
CCN(CC(=O)NCc1ccncc1)S(=O)(=O)c1cc(Cl)ccc1Cl
  3	15	-3	-5	-14	-4	-33	15	-3	-8	0
CCC(C)NC(=O)C1CCCN(S(=O)(=O)c2ccc3c(c2)CC(C)N3C(C)=O)C1 (centres undefined)
  7	-12	2	-2	1	-5	-13	-29	20	-2	-5
CC(C)(C)C(=O)N1CCN(c2ccc([N+](=O)[O-])c(-n3nc(-c4ccccc4)c4ccccc4c3=O)c2)CC1
  5	-15	-2	-13	-11	3	-10	-19	4	-6	12
CCCN1Cc2cccc(C(=O)Nc3ccc(CN4CCCC4)cc3)c2C1=O
  -46	4	-10	4	10	-10	-2	-42	1	-3	16
COc1ccccc1N1CCN(CCCCOc2ccc(C)cc2C)CC1
  0	5	-4	6	9	11	9	-24	-14	-7	-1
CN1CCN(C(=O)c2cc3c(c(-c4cccc(Br)c4)n2)[C@@H](CCO)N(S(=O)C(C)(C)C)C3)CC1 (some centres undefined)
  -5	9	x	x	0	x	-7	-34	-11	-11	-3
c1ccc(-c2cc(N3CCCCC3)ncn2)cc1
  -52	-66	-9	3	12	-30	-57	-35	-28	8	-60
Cc1cccc(S(=O)Cc2ccc(C(=O)N3CCOCC3)o2)c1 (centres undefined)
  -4	10	2	-6	3	-2	-3	6	5	-5	6
O=C(OCc1ccccc1F)c1cc(S(=O)(=O)N2CCCCC2)ccc1N1CCOCC1
  12	-33	6	-12	22	-12	7	-14	3	0	-1
CCn1c(=O)c(C(=O)NCc2ccccc2Cl)c(O)c2ccccc21
  -3	-13	-6	3	-6	1	16	12	4	1	-5
O=[N+]([O-])c1ccc(Cl)cc1NCC1CCCO1 (centres undefined)
  14	-1	-1	-4	-35	-11	-22	-20	12	6	6
CCOC(=O)CSc1nc2c(sc(=S)n2CCc2ccccc2)c(=O)n1Cc1ccco1
  -2	15	-8	-2	19	-12	-10	10	0	-1	10
COc1ccc(NC(=O)CSc2ncnc3sc(C)cc23)cc1
  11	8	5	-5	0	-2	-3	16	27	5	-2
O=C(NCc1ccccc1Cl)c1ccc(CS(=O)(=O)c2ccccc2)o1
  -2	19	8	-3	-3	2	-4	2	-3	-2	4
Cc1ccc(C(=O)Nc2cc(C)nn2CCC#N)cc1
  15	-80	-5	-5	-3	-5	15	-33	5	-9	-1
CC(C(=O)N(C1CC1)C1(C(=O)Nc2ccccc2)CCCC1)N1C(=O)c2ccccc2C1=O (centres undefined)
  -4	-5	-4	-5	1	0	3	-11	-1	1	-17
CCCN(CC(=O)Nc1ccc(F)c(F)c1F)C(=O)c1ccc(N2CCCC2=O)cc1
  -26	-7	-12	44	5	3	-4	1	-3	-18	19
CCOC(=O)c1ccc(NC(=O)NCc2ccn(CC)n2)cc1
  -12	-19	5	-4	-15	-2	-21	17	-18	1	2
NS(=O)(=O)c1ccc(CCNC(=O)C2CC(=O)N(Cc3ccccc3Cl)C2)cc1 (centres undefined)
  15	-7	-9	-10	-10	3	3	-16	-10	-16	-2
CCOC(=O)C1CCN(CC(=O)c2c(C)[nH]c3cc(C)ccc23)CC1
  -5	-22	4	-16	-5	-2	18	-11	10	10	-10
COc1ccc2c(c1)O/C(=C\c1ccccc1O)C2=O
  -90	-72	x	8	-12	x	-81	-63	-42	6	-63
COCCn1c(Cc2ccccc2)nnc1SCC(=O)NC(C)C
  -1	-1	0	x	-4	-6	2	3	16	1	3
CCOc1ccccc1C(=O)NC(C(=O)Nc1cccnc1)C(C)C (centres undefined)
  -1	-2	-4	5	-2	-1	8	-2	7	-8	13
CCN(CC)S(=O)(=O)c1ccc(Cl)c(NC(=O)COC(=O)c2ccc([N+](=O)[O-])o2)c1
  14	-2	0	-5	-20	-25	-9	-8	-35	-8	9
Cc1cccc(CNC(=O)Nc2nnc([C@@H]3C[C@H](O)[C@@H](CO)O3)s2)c1
  4	2	x	0	-13	x	9	-8	-2	1	-4
Cc1ccc[n+](CC(=O)Nc2cccc(Cl)c2)c1
  1	-1	-7	-1	-14	-7	14	13	-4	-2	9
COc1ccccc1N(C)S(=O)(=O)c1ccc(C(=O)OCC(N)=O)cc1
  -20	-12	7	4	-2	-1	3	-16	21	50*	17
COc1cccc(CNC(=O)[C@@H]2CCCN2C(=O)[C@@H]2CCCN2)c1
  10	x	x	x	-11	x	-24	11	1	-8	x
COc1cc(C(=O)N/N=C/c2ccc(OC)c(CN3CCN(c4ccc(F)cc4)CC3)c2)ccc1O
  -7	4	10	4	-3	6	-8	-13	8	2	6
O=C(Nc1ccc2c(c1)OCO2)C(c1ccccc1)N1CCC2(CC1)OCCO2 (centres undefined)
  11	11	5	0	-4	-1	-32	-6	10	1	4
O=C(NCc1ccc2c(c1)OCO2)c1ccc(COc2cc(Cl)ccc2Cl)o1
  9	-13	5	-8	12	-18	-12	4	-13	2	0
COc1ccc(OC)c(-c2nnc(SCC(=O)N3CCCc4ccccc43)o2)c1
  8	-2	5	-10	-5	-2	-5	-1	9	-4	-12
CCOc1ccc(/C=C/C(=O)c2cc(Br)ccc(=O)c2O)cc1
  -8	-10	4	7	21	25	-2	0	1	-10	12
COc1cc(CC(=O)OCC(=O)Nc2cc([N+](=O)[O-])ccc2F)cc(OC)c1OC
  -2	-3	-5	7	-13	1	6	-7	3	-3	6
S=C1NC2(CCCCC2)NN1c1ccccc1
  2	-17	-2	-13	6	-11	-50	0	-9	3	-4
CN(CC(=O)Nc1ccc(OC(F)(F)F)cc1)C(=O)C1CCC1
  -13	-13	-6	2	-3	4	-21	8	22	-4	-6
O=C(c1ccco1)N1CCN(C(=O)c2ccccc2NS(=O)(=O)c2ccc(F)cc2)CC1
  2	2	-15	2	1	10	-4	-34	-12	-8	15
CCC(CC)c1nnc(NC(=O)C2CC(=O)N(CCc3ccc(F)cc3)C2)s1 (centres undefined)
  -12	-23	-5	12	0	-2	-4	5	5	-8	16
Fc1cccc(-n2ncc(-c3nnnn3-c3ccccc3)c2C(F)(F)F)c1
  24	-10	-3	x	4	-2	-24	-1	1	0	-4
CCC(Sc1nccn1C)C(=O)Nc1cccc2ccccc12 (centres undefined)
  1	-53	3	5	2	13	3	2	4	-12	-12
CCN(C(=O)COc1cccc(-n2cnnn2)c1)C1CCS(=O)(=O)C1 (centres undefined)
  -2	-7	-4	0	0	-4	13	0	3	-2	-19
C=CCC1=C/C(=C\c2c(N)n3nc(CC(=O)N4CCCC4)sc3nc2=O)C=C(OC)C1=O
  8	-21	15	-6	11	-6	-2	-12	10	-3	7
Cc1ccnc(NC(=O)CCC(=O)N(CC(=O)NCc2ccccc2)c2ccc3c(c2)OCO3)c1
  4	-10	-3	22	4	-18	0	-16	13	32*	-6
COc1ccc(C(=O)O/N=C(\N)c2cccc(C)c2)cc1OC
  -71	-42	11	-5	2	-23	-69	-47	-31	-10	-55
CCOC(=O)c1ccc(CNC(=O)Cn2nnc(-c3cccc(C)c3)n2)o1
  -12	6	-14	6	-4	2	-9	x	x	-10	11
CCC(CC)C(=O)Nc1nnc(-c2cccs2)s1
  -8	-20	-12	21	4	-3	-35	-15	-14	4	-15
Cc1ccccc1Cn1c(C)c(C(=O)NCCC#N)sc1=O
  9	-23	x	-4	-2	x	-6	-20	11	-13	9
O=C(NCCCCCCCCCNC(=O)C(F)(F)F)C(F)(F)F
  13	-20	0	5	-7	-4	-4	3	13	2	-9
COC(=O)c1[nH]nc2c1C(=O)N(Cc1ccccc1)C2=O
  9	0	5	15	-11	-4	-2	8	12	-12	11
Cc1cc(C)n2nc(CNS(=O)(=O)c3ccc(C(C)(C)C)cc3)nc2n1
  14	-3	x	-1	16	x	-16	19	-13	0	-4

Carrying on.
Every second line gives: NR5A2 inv ag	SRC1 inh	TLR9-MyD88 inh	Vif inh	C8 TRAIL sens	EBV LMP1 NFkB	TROY NFkB inh	NCOA2 inhibitor	COUP-TFII inh	NOD2-RIPK2 inh	NCOA3 inh
CC1CCN(S(=O)(=O)c2cccc(-c3csc(-c4cccnc4)n3)c2)CC1
  -17	2	2	-5	-9	1	16	-58	7	-3	-14
COc1ccc(C(=O)NCCNc2nc3cc(C)c(C)cc3cc2C)cc1
  12	2	-2	3	-21	u	5	-7	-12	-3	0
CCCCn1c(NCc2cccs2)nc2ccccc21
  5	-11	-2	10	10	-3	-7	-8	7	-5	11
CCCCNC(=O)c1oc2ccc(S(=O)(=O)N3CCCC3)cc2c1C
  5	-5	2	0	6	0	2	-8	0	6	-15
O=C(OCC(=O)N1CCOCC1)c1ccc2ccccc2c1
  1	-7	5	6	-6	-3	-40	-61	-30	-2	-28
O=C(Nc1nnc(-c2ccc(Cl)cc2)o1)c1cccc(N2C(=O)CCC2=O)c1
  19	20	-1	-2	20	-13	-1	-5	13	-5	-14
COc1ccc(OC)c(C(=O)c2ccc(C(=O)N3CCN(Cc4csc(C)n4)CC3)cc2)c1
  12	2	x	0	29	2	11	-9	20	-16	11
Cc1ccc(CNC(=O)c2cc(=O)c3ccccc3o2)cc1
  -24	-14	-4	-2	4	-3	8	-6	8	-4	-13
CN1CCc2c(sc(/N=C/c3c[nH]c4ccccc34)c2C(N)=O)C1
  18	-4	x	-1	5	x	23	-3	24	-12	11
